Screens as filed in PubChem.
Mito fusion act: inhibitors of mitochondrial division or activators of mitochondrial fusion. S. cerevisiae fusion-defective mutant growth rescue, CellTiterGlo 48 h. Potency, µM (highest dose often 46.1 µM), for the others: at the highest dose growth rescue (activation), hits mostly activators. actives 0.23% (n = 320,000). AID 485298;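 also: potency is read from the fitted curve at half-maximal effect; % of control where 0% means no effect; nearly all actives have a fitted effect of over 45% in size; temperature-sensitive fusion mutants such as fzo1-1 at 37 °C on non-fermentable ethanol glycerol medium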
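Yeast fusion mutant, YPEG (non-fermentable carbon), compound, 48 h at 37C non-permissive; CellTiterGlo added, 10 min RT, luminescence read. Rescued growth = division inhibition.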
BCR signal inh: chronic active BCR signaling inhibition; ABC-DLBCL IkBa-CBG/CBR reporter, luminescence ratio, 4 h; Potency, µM (titrated, usually from 46.1 µM), inactives show top-dose ratio change, negative = lower green/red ratio, hits mostly inhibitors; actives 0.05% (n = 340,000); AID 493014; active = well fitted inhibition curve with a large enough effect in the signal ratio, with a control signal flat, not every such curve was filed as active; inconclusive = small, poorly fitted or top-dose-only effect, or effect the other way, or a change in a side signal; the % refers to the signal ratio;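 also: potency is read from the fitted curve at half-maximal effect; plate controls were basal doxycycline-induced cells for no effect and cells given 10 µM MG132 for full effect; MG132 reads +100%, hits lower the ratio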
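Doxycycline induced both beetle luciferases in TMD8 lymphoma cells; IKK-driven degradation limits the IkappaBalpha-fused green signal, while red luminescence normalises for cell number and nonspecific effects. Compounds tested up to 46 uM, 4 hrs.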
TSHR antag: blocks TSH signaling through the human TSH receptor; AID 504810; P16473; actives 0.2% (n = 330,000); TSHR-expressing cells, TSH-stimulated cAMP HTRF, 2 h; active compounds read low; activity change, negative = inhibition, % at 11.5 µM;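 active = activity change below a set negative limit, meaning inhibition stronger than a set level, cut at about -70% in these data; inconclusive = activity change between two set negative limits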; also: % is scaled to controls: 0 for no effect and ±100 for the full control effect
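Freshly harvested TSHR cells receive pin-tooled compound, then EC80 TSH at 4nM final. After 2 hours at 37 deg C, antibody in lysis buffer and cAMP-d2 are added; 30 minutes at ambient temperature precede the HTRF read.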
PKM2 activator: activators of human pyruvate kinase M2. AID 1631. P14618. Potency, µM (series often up to 57.5 µM), without a hit: at the highest dose activation, actives largely listed as activators. purified PKM2, Kinase-Glo ATP luminescence, activation; response scale: 0% is enzyme alone, no compound. actives 0.34% (n = 260,000); also: potency is read from the fitted curve at half-maximal effect; % is scaled to controls: 0 for no effect and ±100 for the full control effect; nearly all actives have a fitted effect of over 55% in size
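Purified hPK-M2 (>95% pure) converted ADP (0.1 mM final) to ATP with 0.5 mM PEP in 50 mM imidazole pH7.2, KCl, MgCl2, Tween 20, BSA; 1 h at room temperature. ATP detected by Kinase-Glo luminescence.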
KCNH2 WT inh: inhibitors of human wildtype KCNH2 potassium channel; actives 0.37% (n = 340,000); activity change, % at 1.84 µM; U2OS, BacMam KCNH2, thallium flux FluxOr; active compounds read low; Q12809;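 active = maximum activity change below -70%; inconclusive = maximum activity change between -70% and -50%; inactive = maximum activity change above -50%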; also: % is scaled to controls: 0 for no effect and ±100 for the full control effect
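U2OS cells transduced with wild-type KCNH2 virus are loaded with FluxOr dye for 45 min, and thallium flux is measured in kinetic reads before and after stimulation buffer. Rate constants are normalized to DMSO controls.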
USP2a block: inhibitors of human ubiquitin-specific protease USP2a. O75604. USP2 core, Ub-CHOP2 coupled fluorogenic reporter, 485/531. Potency, µM (top dose mostly 38.3 µM), without a hit: top-dose activity change, negative = inhibition, actives largely listed as inhibitors. actives 0.01% (n = 330,000). AID 463254;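 also: potency is read from the fitted curve at half-maximal effect; plate controls were DMSO wells for no effect and full inhibition by NEM control for full effect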
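Cell-free coupled assay: 10nM USP2 core preincubated 30min RT with compound in Tris-HCl pH 8.0/CaCl2/CHAPS buffer, then 25nM Ub-CHOP2 and 25nM reporter substrate; fluorescence (Ex 485/Em 531) read after 60min RT, normalized to NEM inhibition, concentration-response curves fitted.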
ASM inhibitor: blocks human secretory acid sphingomyelinase; placental ASM, HMU-PC fluorogenic substrate, 60 min; actives 0.006% (n = 340,000); Potency, µM (highest dose often 57.5 µM), inactives show at the highest dose activity change, negative = inhibition, hits mostly inhibitors; P17405; also: potency is read from the fitted curve at half-maximal effect
Target sequence (P17405 47-631 limits assumed): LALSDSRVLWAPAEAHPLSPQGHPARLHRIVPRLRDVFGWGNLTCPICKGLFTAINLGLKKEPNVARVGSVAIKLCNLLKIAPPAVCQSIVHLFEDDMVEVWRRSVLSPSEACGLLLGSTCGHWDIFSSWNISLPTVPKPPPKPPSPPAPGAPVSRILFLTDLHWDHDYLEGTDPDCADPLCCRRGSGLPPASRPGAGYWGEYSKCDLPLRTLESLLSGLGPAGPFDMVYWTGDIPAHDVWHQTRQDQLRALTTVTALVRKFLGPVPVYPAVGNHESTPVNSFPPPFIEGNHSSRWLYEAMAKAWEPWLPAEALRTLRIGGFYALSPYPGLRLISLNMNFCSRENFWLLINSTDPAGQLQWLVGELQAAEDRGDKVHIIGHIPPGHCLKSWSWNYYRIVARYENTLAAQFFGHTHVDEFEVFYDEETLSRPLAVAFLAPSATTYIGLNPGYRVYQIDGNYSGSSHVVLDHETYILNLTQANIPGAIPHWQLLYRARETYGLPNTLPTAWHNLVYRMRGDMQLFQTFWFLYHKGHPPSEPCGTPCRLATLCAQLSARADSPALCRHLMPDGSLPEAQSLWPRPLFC
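Fluorescence read-out (Ex 386 nm, Em 447 nm) after stopping the reaction at pH 10. Enzyme: ASM from human placenta; substrate HMU-PC0, 9 uM final; 60 min, 37 °C. Compound preincubation 10 min, ambient temperature.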
GALK inhibitor: blocks human galactokinase activity; AID 1868; actives 0.007% (n = 270,000); Potency, µM (series often up to 57.5 µM), without a hit: at the highest dose activity change, negative = inhibition, actives largely listed as inhibitors; P51570; Purified GALK, Kinase-Glo residual ATP luminescence; also: potency is read from the fitted curve at half-maximal effect; % is scaled to controls: 0 for no effect and ±100 for the full control effect
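Galactose (100 uM) and ATP (35 uM) were turned over by 5 nM GALK for 1 h at RT. Kinase-Glo Plus then converted the remaining ATP into a luminescent signal.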
Eya2 phos inh: blocks the phosphatase activity of human Eya2. Potency, µM (titrated, usually from 76.9 µM), inactives show at the highest dose activity, negative = inhibition, usual class: inhibitors. recombinant Eya2, OMFP fluorescence dephosphorylation (OMFP is methylfluorescein phosphate). O00167. actives 0.006% (n = 330,000); also: potency is read from the fitted curve at half-maximal effect; % is scaled to controls: 0 for no effect and ±100 for the full control effect
Target sequence (O00167 whole entry, looked up): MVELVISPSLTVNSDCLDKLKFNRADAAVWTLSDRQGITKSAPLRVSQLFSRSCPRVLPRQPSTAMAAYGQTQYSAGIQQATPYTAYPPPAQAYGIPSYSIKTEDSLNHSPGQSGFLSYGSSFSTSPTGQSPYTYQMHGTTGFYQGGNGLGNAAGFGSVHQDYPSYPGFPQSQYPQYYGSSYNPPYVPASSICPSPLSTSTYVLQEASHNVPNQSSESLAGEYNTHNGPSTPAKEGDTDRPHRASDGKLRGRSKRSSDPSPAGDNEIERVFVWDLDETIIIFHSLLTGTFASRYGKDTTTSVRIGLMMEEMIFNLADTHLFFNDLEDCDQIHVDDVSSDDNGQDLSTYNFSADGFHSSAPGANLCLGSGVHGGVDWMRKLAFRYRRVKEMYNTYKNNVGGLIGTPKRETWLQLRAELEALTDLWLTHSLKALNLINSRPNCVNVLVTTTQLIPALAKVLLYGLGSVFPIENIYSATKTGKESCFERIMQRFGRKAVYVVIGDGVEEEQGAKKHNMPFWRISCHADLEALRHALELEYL
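Eya2 (0.2 uM) preincubated 10 min at ambient with compound, then OMFP substrate added at 50 uM; 10 min reaction in 50 mM HEPES pH 7.5, 50 mM NaCl, 5 uM MgCl2, 0.05% BSA, 1 mM DTT. Fluorescence read at Ex 485/Em 525 nm.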
Menin MLL FP TR: menin-MLL binding inhibition, Texas Red mutant peptide; O00255; actives 0.23% (n = 270,000); Potency, µM (titrated, usually from 61.6 µM), without a hit: at the highest dose FP activity change, negative = inhibition, usual class: inhibitors; Menin + Texas Red MLL mutant peptide, fluorescence polarization; AID 1768; active = well fitted inhibition curve with a large enough effect in the polarisation, with a control signal flat, not every such curve was filed as active; inconclusive = small, poorly fitted or top-dose-only effect, or effect the other way, or a change in a side signal; inactive = no such curve, though single readings can be large or run the other way; the % refers to the polarisation; also: potency is read from the fitted curve at half-maximal effect; % of control where 0% means no effect; many of its hits are not listed in these tables
MBNL1 CUG block: MBNL1-poly(CUG) RNA binding inhibition; TR-FRET MBNL1-His/biotin-(CUG)12 binding, 665/545 ratio; Potency, µM (series often up to 57.5 µM), inactives show top-dose activity change, negative = inhibition, actives largely listed as inhibitors; actives 0.036% (n = 280,000); AID 2675; active = well fitted inhibition curve with a large enough effect in the signal ratio, with a control signal flat, not every such curve was filed as active; inconclusive = small, poorly fitted or top-dose-only effect, or effect the other way, or a change in a side signal; inactive = no such curve, though single readings can be large or run the other way; the % refers to the signal ratio; also: potency is read from the fitted curve at half-maximal effect; % is scaled to controls: 0 for no effect and ±100 for the full control effect
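MBNL1-His + Biotin-(CUG)12, cpd titration 92 nM–58 uM; Tb anti-His Ab 0.055 ng/ul, SA-XL665 5 nM (final); 60 min RT; ratiometric 665/545 nm, Ex 340 nm; normalized to buffer and full-complex controls.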
* hit, by the source's call; ? = inconclusive; nt = not tested or not shown; [ ] = another dose, or the depositor's remark. Unless noted, calls follow the shape of the dose curve; as a rule, active = well fitted curve in the direction sought with a large enough effect; inconclusive = small, poorly fitted or top-dose-only effect, or another doubt; inactive = no such curve, though single readings can be large; an effect the other way counts as inactive or inconclusive. The list is partial; count on the stated rates, not on these rows.

SMILES	Mito fusion act	BCR signal inh	TSHR antag	PKM2 activator	KCNH2 WT inh	USP2a block	ASM inhibitor	GALK inhibitor	Eya2 phos inh	Menin MLL FP TR	MBNL1 CUG block
CC(=O)Nc1ccccc1C(=O)C(=O)Nc1cccc(C(=O)N2CC(C)CC(C)C2)c1 (stereo unspecified)	-2%	?	-5	nt	7	2%	-3%	2%	-5%	-13%	6%
Cc1ccc(OC(=O)CCC(=O)N2CCc3ccccc32)cc1	-1%	0%	2	8%	0	-2%	-4%	2%	2%	-7%	-9%
COc1cc(SC)ccc1C(=O)NCc1ccc(C)cc1	1%	10%	5	2%	-2	-1%	-2%	-3%	-1%	0%	-3%
CNC(=O)c1ccsc1NC(=O)CS(=O)(=O)c1ccccc1	3%	-2%	-10	nt	-11	-4%	1%	nt	-7%	nt	nt
O=C(N/N=C1/CCSC1)c1cccc([N+](=O)[O-])c1	-4%	-1%	-2	-7%	7	7%	1%	-1%	-13%	12%	nt
CCN(C(=O)Cn1cnc2c1c(=O)n(C)c(=O)n2C)C1CCS(=O)(=O)C1 (stereo unspecified)	-4%	2%	-9	nt	-7	3%	-2%	nt	-11%	nt	nt
CC(NC(=O)C(=S)N1CCN(C)CC1)c1ccccc1 (stereo unspecified)	2%	-5%	23	2%	2	0%	1%	-2%	-7%	-5%	-6%
O=S(=O)(c1ccccc1)N1CCSC1c1ccco1 (stereo unspecified)	10%	?	-10	5%	8	2%	6%	-1%	3%	-1%	5%
COc1ccccc1N1CC(C)(C)C(=O)N(C(=O)c2c(F)cccc2Cl)C1=S	5%	-11%	-4	-1%	-2	-1%	-1%	6%	-1%	nt	1%
Cc1ccc(C(=O)NC2CC3CCCC(C2)N3Cc2ccccc2)cc1 (stereo unspecified)	-1%	0%	-36	2%	18	1%	-2%	4%	6%	-19%	-8%
CCC(=O)c1ccc(O)c(OC)c1	1%	2%	5	6%	3	0%	-1%	6%	7%	22%	-15%
Cc1cccc(OCC(=O)NCC(=O)n2nc(C)cc2C)c1	-2%	1%	2	7%	3	0%	3%	-3%	-26%	-1%	0%
COc1ccc(NC(=O)[C@@H](NC(=O)c2ccccc2F)C(C)C)cc1S(=O)(=O)N1CCOCC1	-2%	0%	3	8%	-2	4%	-5%	1%	-12%	5%	-7%
CC(=O)C1=C(O)C(=O)N(c2cccc(C(=O)O)c2)C1c1ccccc1F (stereo unspecified)	-1%	-6%	4	-4%	2	4%	2%	2%	-6%	-6%	-8%
Cc1ccc(N(C(=O)Cn2nnc(-c3ccc(F)cc3)n2)C(C(=O)NC(C)(C)C)c2ccncc2)cc1 (stereo unspecified)	3%	1%	-38	3%	16	-1%	2%	-3%	-2%	4%	3%
COc1ccc(/C(N)=N/OC(=O)CCCc2ccccc2)cc1OC	-6%	9%	-20	-2%	1	1%	-1%	2%	-4%	-5%	nt
COc1cc2c(cc1OC)-c1nncn1C(C)(C)C2	-2%	5%	?	-7%	3	2%	1%	0%	-5%	?	-9%
COc1ccccc1N1CCN(C(=O)/C=C/c2ccco2)CC1	1%	-5%	6	?	1	1%	2%	1%	-1%	-1%	0%
CCCc1cc(=O)[nH]c(Nc2ccc(Cl)cc2)n1	-1%	?	9	-2%	-3	-2%	-2%	3%	-4%	10%	2%
COc1ccc(S(=O)(=O)N2CCN(Cc3cc(OC)c(OC)cc3OC)CC2)cc1	1%	-2%	4	nt	-9	3%	1%	-1%	-12%	-10%	-13%
CN(C)CCN(C(=O)c1cccc(Cl)c1)c1nc2c(Cl)cccc2s1	-8%	-15%	2	-4%	14	2%	-1%	1%	-1%	-5%	-14%
COC(=O)C(O)(CC(=O)Nc1ccccc1OC)C(F)(F)F (stereo unspecified)	8%	?	-8	0%	0	2%	2%	0%	6%	-15%	13%
CC1CCCCN1C(=S)NC(=O)c1cc(Br)ccc1Cl (stereo unspecified)	14%	-16%	-22	nt	-1	1%	1%	nt	-12%	nt	nt
COc1ccccc1OCc1ccc(C(=O)NCC2CCCO2)cc1 (stereo unspecified)	6%	1%	-6	nt	-6	1%	5%	nt	-2%	nt	nt
COc1cccc(OCCOCCOc2ccc(C)cc2[N+](=O)[O-])c1	9%	-4%	10	10%	4	-1%	-1%	3%	-8%	21%	4%
CN(C(=O)c1cccs1)c1ccc(OCC(=O)N2CCC(C(N)=O)CC2)cc1	3%	-5%	-4	-3%	6	0%	1%	-3%	1%	9%	0%
CCCCn1c(N)c(N(Cc2ccccc2OC)C(=O)c2cc(=O)[nH]c3ccccc23)c(=O)[nH]c1=O	8%	0%	33	nt	-8	0%	20%	nt	16%	nt	nt
Cc1ccc(S(=O)(=O)N2CCOCC2)cc1C(=O)NNC(=O)c1ccoc1C	-7%	-1%	-20	-2%	-3	0%	5%	0%	4%	-16%	-1%
Cc1ccc([N+](=O)[O-])c(OCCCNCC(C)O)c1 (stereo unspecified)	-2%	5%	2	2%	-2	-2%	-2%	2%	4%	-14%	2%
CCc1cc(C(=O)NC2CCCN(Cc3ccccc3F)C2)n(C)n1 (stereo unspecified)	-8%	-2%	-4	-2%[0.46 µM]	2	0%	-1%	7%	-12%	-14%	-1%
Cc1ccc(NC(=O)Nc2ccnc(-c3cccnc3)n2)cc1	1%	14%	4	-1%	nt	0%	-5%	9%	-3%	5%	-6%
CCOC(=O)c1cccc(C(=O)Oc2ccccc2)n1	0%	-8%	-7	-6%	1	4%	-2%	-1%	-18%	-4%	9%
CCc1cc(-c2n[nH]c(C)c2-c2nc3ccccc3n2C)c(O)cc1O	3%	-9%	-13	15%	8	0%	-2%	-2%	2%	-5%	-7%
CCCCCCSc1cc(C)nc2ncnn12	0%	14%	-4	8%	6	-4%	-3%	2%	-3%	-9%	14%
COc1ccc(C2/C=C\CN3CCC[C@H]3C(=O)N2Cc2ccc(F)cc2)cc1 (stereo partly specified)	nt	0%	-6	nt	1	0%	-6%	nt	4%	nt	nt
CC1CC(C)CN(C(=O)c2ccc3ccccc3c2)C1 (stereo unspecified)	8%	0%	-4	nt	-1	1%	0%	nt	-24%	nt	nt
CC(=O)c1cc2c(cc1N/C(=N/S(=O)(=O)c1ccccc1)c1ccc(Cl)cc1)OCO2	24%	?	-3	0%	10	5%	33%	-3%	4%	-1%	-16%
Cc1ccc(C(=O)N/C(=C\c2cccs2)C(=O)NCCc2c[nH]c3ccccc23)cc1C	1%	-1%	5	-1%	6	0%	-5%	-4%	10%	?	-3%
Cc1ccc(NC(=O)c2cc(=O)[nH]c3ccccc23)cc1	4%	4%	-8	nt	-8	-1%	-9%	-1%	8%	1%	-2%
O=C(COc1ccc(S(=O)(=O)N2CCCC2)cc1)NCC1CCCO1 (stereo unspecified)	-2%	-4%	2	-2%	-1	0%	-1%	7%	-9%	5%	-6%
O=C(Cc1cccc2ccccc12)Nc1ccc(N2CCOCC2)cc1	6%	?	-3	0%	-21	1%	-3%	7%	0%	?	14%
O=C(Nc1cccc(F)c1)c1ccc(S(=O)(=O)N2CCOCC2)cc1	3%	8%	-10	0%	-9	1%	-9%	1%	-11%	4%	-1%
COc1ccccc1NC(=S)N1CCC(NC(=O)NC23CC4CC(CC(C4)C2)C3)CC1	-1%	0%	2	0%	-13	1%	0%	-4%	15%	-15%	1%
COc1ccc(NC2CCCN(C(=O)CCc3cccc(Cl)c3)C2)cc1 (stereo unspecified)	0%	5%	0	nt	7	-4%	1%	3%	5%	-5%	8%
C/C(CCC12CC3CC(CC(C3)C1)C2)=N\NC(N)=S	2%	?	-23	-1%	-4	4%	-5%	-4%	-28%	-6%	10%
